Source: PubChem BioAssay
AMA1-RON2 inh: inhibitors of Plasmodium falciparum AMA1-RON2 interaction; Potency, µM (doses to about 58.2 µM), for inactives: top-dose activity change, negative = inhibition, most hits filed as inhibitors; 360,000 tested, 0.2% active; AlphaScreen AMA1-biotinylated RON2 peptide binding;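 further: potency means the concentration at half of the fitted maximal effect; 0% = vehicle wells and -100% = peptide control; nearly all actives have a fitted effect of over 45% in size; some results filed as inactive show a strong effect at the top dose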
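AMA1 (3D7) with his tag at 25 nM final met compounds first, then biotinylated RON2 peptide at 25 nM; detection used donor plus acceptor beads, 10 µg/mL apiece, read by AlphaScreen after 30 min at room temperature.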
LmPK inh: inhibitors of Leishmania mexicana pyruvate kinase; 290,000 tested, 0.37% active; Q27686; purified LmPK, Kinase-Glo ATP luminescence, 1 h; Potency, µM (top dose mostly 57.5 µM), for the others: at the top dose activity change, negative = inhibition, usual class: inhibitors; further: potency means the concentration at half of the fitted maximal effect
Target sequence (Q27686 whole entry, looked up): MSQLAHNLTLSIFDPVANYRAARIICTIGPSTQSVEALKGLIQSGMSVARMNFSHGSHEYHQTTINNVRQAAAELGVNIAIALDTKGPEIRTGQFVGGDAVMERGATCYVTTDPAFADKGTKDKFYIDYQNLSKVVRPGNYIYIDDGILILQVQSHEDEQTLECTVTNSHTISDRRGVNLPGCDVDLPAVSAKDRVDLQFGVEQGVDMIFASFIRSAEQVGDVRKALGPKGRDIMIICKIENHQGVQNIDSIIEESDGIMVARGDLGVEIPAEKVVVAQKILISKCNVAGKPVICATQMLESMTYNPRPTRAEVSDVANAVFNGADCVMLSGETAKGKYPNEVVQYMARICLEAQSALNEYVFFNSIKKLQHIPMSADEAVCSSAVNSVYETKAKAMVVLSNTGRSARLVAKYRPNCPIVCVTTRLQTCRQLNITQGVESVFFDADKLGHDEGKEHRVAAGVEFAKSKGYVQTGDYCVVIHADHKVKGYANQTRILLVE
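qHTS format; LmPK 0.1 nM; substrates PEP 0.5 mM and ADP 0.1 mM. One-hour room-temperature incubation, then coupled luciferase luminescence; 0.5 nM enzyme wells mark activation.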
HCMV inh: blocks human cytomegalovirus replication | HFF cells, HCMV-luciferase reporter, 72 h; stronger effect = lower value | activity change, negative = inhibition, % at 57.5 µM | 410,000 tested, 4.5% active | AID 1259415; in the data active means activity change below about -60%; inconclusive means no clear call, values can overlap the other calls; inactive means above about -39%
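Two compound doses tested in HFFs infected with HCMV-luciferase, MOI 1 PFU/cell, 72 h at 37C. Lysate luminescence read with OneGlo; data normalized against buffer-only and 10uM Salinomycin inhibitor controls.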
HCV inhibitor: inhibitors of hepatitis C virus infection. AID 651820. Huh7.5.1 HCVcc-Cre infection, luciferase reporter, 44 h. 340,000 tested, 3.4% active. Potency, µM (series often up to 41.8 µM), without a hit: top-dose activity change, negative = inhibition, actives largely listed as inhibitors; further: potency means the concentration at half of the fitted maximal effect
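Infectious HCV cell culture screen: compound-treated cells (1,000/well, pre-plated 4 h) are infected with HCVcc-Cre at roughly 0.5 moi and grown 44 h. Infection is quantified by luciferase signal after 15 min substrate incubation at room temperature.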
AmpC detergent: AmpC beta-lactamase inhibition with detergent present. P00811. AmpC hydrolysis of nitrocefin, absorbance 480 nm, 0.01% Triton. Potency, µM (doses to about 114 µM), inactives show top-dose activity change, negative = inhibition, usual class: inhibitors. 370,000 tested, 0.041% active;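 further: potency means the concentration at half of the fitted maximal effect; 0% = no-compound wells and -100% = no-enzyme wells; nearly all actives have a fitted effect of over 25% in size; some results filed as inactive show a strong effect at the top dose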
Target sequence (P00811 whole entry, looked up): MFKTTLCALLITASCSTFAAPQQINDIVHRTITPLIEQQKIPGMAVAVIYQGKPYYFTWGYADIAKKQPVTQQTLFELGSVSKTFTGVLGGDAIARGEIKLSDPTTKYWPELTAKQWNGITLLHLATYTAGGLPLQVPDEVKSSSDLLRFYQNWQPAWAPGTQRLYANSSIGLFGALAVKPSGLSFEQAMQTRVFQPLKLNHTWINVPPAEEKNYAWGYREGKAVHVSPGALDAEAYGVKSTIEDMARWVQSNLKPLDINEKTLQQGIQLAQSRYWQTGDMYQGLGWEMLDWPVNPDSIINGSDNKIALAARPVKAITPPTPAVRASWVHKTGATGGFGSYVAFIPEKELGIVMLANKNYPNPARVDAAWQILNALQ
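20 mM phosphate pH 7.0 + 0.01% (detergent screen) or 0.0001% Triton X-100; 5.3 nM AmpC reagent; cpd preinc 15 min RT; nitrocefin (800 uM stock) to start; A480 q20 s × 4 min; Activity was normalised to no-enzyme and no-compound control wells.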
Tb PYK inh: inhibitors of Trypanosoma brucei pyruvate kinase | Q57TT1 | TbPYK enzyme, Kinase-Glo Plus ATP luminescence, 45 min | Potency, µM (doses to about 76.8 µM), inactives show at the top dose activity, negative = inhibition, usual class: inhibitors | 410,000 tested, 0.12% active | AID 624173; further: potency means the concentration at half of the fitted maximal effect; nearly all actives have a fitted effect of over 50% in size
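Screened from lowest to highest concentration, compounds were pinned into TbPYK/substrate mixtures, and ADP (130 uM final) was added. Plates sat at room temperature for 45 min prior to Kinase-Glo Plus detection by luminescence.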
AmpC inh no detg: AmpC beta-lactamase inhibition without detergent; Potency, µM (highest dose often 57.1 µM), for inactives: at the top dose activity change, negative = inhibition, actives largely listed as inhibitors; AmpC nitrocefin hydrolysis, absorbance 480 nm, 0.0001% Triton; P00811; AID 485341; 330,000 tested, 0.52% active;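 further: potency means the concentration at half of the fitted maximal effect; plate controls were no compound for no effect and no enzyme for full effect; nearly all actives have a fitted effect of over 20% in size; some results filed as inactive show a strong effect at the top dose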
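20 mM phosphate pH 7.0 + 0.01% (detergent screen) or 0.0001% Triton X-100; 5.3 nM AmpC reagent; cpd preinc 15 min RT; nitrocefin (800 uM stock) to start; A480 q20 s × 4 min; Activity was normalised to no-enzyme and no-compound control wells.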
Starred values were filed as active, the others as inactive; ? = inconclusive; . = not tested or not shown; [ ] = dose if it differs, or a comment. Unless noted, the call rests on the fitted dose curve; in most records, active means well fitted curve in the direction sought with a large enough effect; inconclusive means small, poorly fitted or top-dose-only effect, or another doubt; inactive means no such curve, though single readings can be large; an effect the other way counts as inactive or inconclusive. Unless noted, on the % scale 0 is the no-effect control and ±100 the full control effect. Not a hit list; any-hit rate near 7.5%.

1) N/C(=N\S(=O)(=O)c1ccccc1)c1ccc([N+](=O)[O-])cc1
2) CSc1nnc(-c2ccc(S(=O)(=O)N3CCCC3)cc2)n1C
3) COc1ccc(OCC(O)Cn2ccnc2C)cc1 (stereo not drawn)
4) CC1CCCN(Cc2c(O)ccc3c(=O)c(-c4ccc(Cl)cc4)c(C(F)(F)F)oc23)C1 (stereo not drawn)
5) O=C(Nc1ccccc1NS(=O)(=O)c1ccc(F)cc1)C1CCCC1
6) C/C(=C\c1ccccc1)CN1CCN(C(C)C)C(CCO)C1 (stereo not drawn)

Assay by compound	1	2	3	4	5	6
AMA1-RON2 inh	4%	20%	16%	.	-13%	1%
LmPK inh	2%	-1%	4%	.	4%	3%
HCMV inh	-27	-8	11	-12	11	1
HCV inhibitor	4%	-4%	5%	.	6%	-18%
AmpC detergent	-6%	3%	1%	2%	2%	-5%
Tb PYK inh	-7%	-11%	-7%	5%	1%	-6%
AmpC inh no detg	-26%	-5%	-4%	.	-20%	-4%

Some of these compounds in order of SMILES length, high to low:
4) CC1CCCN(Cc2c(O)ccc3c(=O)c(-c4ccc(Cl)cc4)c(C(F)(F)F)oc23)C1 (stereo not drawn)
1) N/C(=N\S(=O)(=O)c1ccccc1)c1ccc([N+](=O)[O-])cc1
3) COc1ccc(OCC(O)Cn2ccnc2C)cc1 (stereo not drawn)

Assay by compound	4	1	3
AMA1-RON2 inh	.	4%	16%
LmPK inh	.	2%	4%
HCMV inh	-12	-27	11
HCV inhibitor	.	4%	5%
AmpC detergent	2%	-6%	1%
Tb PYK inh	5%	-7%	-7%
AmpC inh no detg	.	-26%	-4%

(cont.)
7) CC1CCN(S(=O)(=O)c2ccc3nc(N4CCN(c5ccc(F)cc5)CC4)ccc3c2)CC1
8) CC(Sc1nnc(-c2ccc(Cl)cc2)n1C)C(N)=O (stereo not drawn)
9) O=C(NCc1ccccc1C(F)(F)F)C1CC(c2ccc(C(F)(F)F)cc2)=NO1 (stereo not drawn)
10) O=C1CS(=O)(=O)N(Cc2ccc(F)cc2)c2ccccc21
11) CCSc1ccc(-c2cc(NC=O)c3ncc(-c4cc(OC)c(OC)c(OC)c4)n3c2)cc1
12) CCC(=O)N1c2ccc(S(=O)(=O)NCc3ccccc3)cc2CC1C (stereo not drawn)

Assay by compound	7	8	9	10	11	12
AMA1-RON2 inh	.	-6%	9%	-4%	25%	-8%
LmPK inh	.	4%	1%	.	.	0%
HCMV inh	9	47	?	-20	1	?
HCV inhibitor	.	7%	0%	0%	.	?
AmpC detergent	5%	-8%	0%	.	.	2%
Tb PYK inh	3%	-5%	-3%	1%	-7%	-1%
AmpC inh no detg	.	-28%	-9%	-37%	.	-24%

13) CCCCCCSc1ccc([C@@H]2[C@H]3C(=O)N(CC)C(=O)[C@H]3[C@]3(C(=O)OC)CCCCN23)cc1
14) Cc1ccc(NC(=O)/C=C/c2ccc(C)o2)c(C)c1
15) O=C(CNc1ccccc1F)N/N=C/C1CC=CCC1 (stereo not drawn)
16) COc1ccc(C(CNC(=O)CCOc2ccccc2)N(C)C)cc1 (stereo not drawn)
17) CNC(=S)N1CCN(c2ccc(Cl)c(Cl)c2)CC1
18) CCOC(=O)c1nnc2c(-c3ccc(OC)cc3)c(C)nn2c1N

Assay by compound	13	14	15	16	17	18
AMA1-RON2 inh	6%	.	1%	8%	-22%	.
LmPK inh	.	.	0%	0%	3%	.
HCMV inh	-29	-10	-5	40	-27	-3
HCV inhibitor	-3%	.	-1%	-8%	-9%	.
AmpC detergent	.	23%	-13%	-15%	?	-2%
Tb PYK inh	4%	?	0%	-1%	-7%	-7%
AmpC inh no detg	40%	.	-38%	-20%	2%	.

Full records from above. Order of screens: AMA1-RON2 inh | LmPK inh | HCMV inh | HCV inhibitor | AmpC detergent | Tb PYK inh | AmpC inh no detg
Listed for O=C1CS(=O)(=O)N(Cc2ccc(F)cc2)c2ccccc21 → -4% | . | -20 | 0% | . | 1% | -37%
Listed for CCCCCCSc1ccc([C@@H]2[C@H]3C(=O)N(CC)C(=O)[C@H]3[C@]3(C(=O)OC)CCCCN23)cc1 → 6% | . | -29 | -3% | . | 4% | 40%

Further entries follow:
19) CS(=O)(=O)N1CCC(C(=O)Nc2ccc(F)c(Cl)c2)CC1
20) Cc1ccccc1N1CCN(C2CCCN(C(=O)c3cn4c(C)cccc4n3)C2)CC1 (stereo not drawn)
21) O=C(COC(=O)c1c(Cl)cccc1Cl)NC1CCCCCCC1
22) Cc1ccc(C(=O)NCCC(=O)N2CCC3(CC2)NCCc2[nH]cnc23)cc1
23) Cc1ccc(S(=O)(=O)N2C[C@@H](C)[C@]3(C2)[C@H](O)[C@H](OC(=O)NCc2ccco2)C[C@H]2C(=O)N(c4ccccc4)C(=O)[C@H]23)cc1
24) COc1ccc(C2CC(c3ccc(Br)cc3)Nc3nc(N)nn32)cc1 (stereo not drawn)

Assay by compound	19	20	21	22	23	24
AMA1-RON2 inh	6%	-1%	2%	-5%	-2%	-7%
LmPK inh	-2%	-9%	.	0%	.	5%
HCMV inh	16	-16	-17	-3	15	-26
HCV inhibitor	17%	-23%	?	18%	.	-14%
AmpC detergent	-11%	-5%	.	3%	.	-15%
Tb PYK inh	-9%	0%	0%	0%	-1%	1%
AmpC inh no detg	-6%	174%[activator]	-27%	-15%	.	116%[activator]

25) COc1ccc(-c2cc(C(=O)NCc3ccco3)c3ccccc3n2)c(OC)c1
26) O=C(O)c1ccc(NC(=S)NC(=O)c2ccc(-c3ccccc3)cc2)cc1
27) COc1cc(C(C(=O)NC(C)(C)C)N(C(=O)CNC(=O)c2cccs2)c2cccnc2)cc(OC)c1OC (stereo not drawn)
28) COC(=O)c1ccc(CSc2nnnn2Cc2ccccc2)cc1
29) O=C1CC(c2ccccc2)Cc2nc(N3CCc4ccccc4C3)ncc21 (stereo not drawn)
30) O=C(/C=C/c1ccc(F)cc1)NCCc1ccc2c(c1)OCCO2

Assay by compound	25	26	27	28	29	30
AMA1-RON2 inh	-1%	24%	-2%	21%	0%	-16%
LmPK inh	4%	-6%	-4%	4%	0%	3%
HCMV inh	4	70	-21	-4	-26	41
HCV inhibitor	-21%	6%	11%	-6%	-4%	40%[activator]
AmpC detergent	?	-1%	-7%	1%	?	?
Tb PYK inh	0%	-11%	-9%	-5%	-1%	-4%
AmpC inh no detg	2%	-33%	-7%	-12%	-26%	-23%

31) Cc1c(Cl)cccc1NC(=S)NCc1cccs1
32) CCOC1=C2[C@@H](CN(S(=O)(=O)c3ccc(C)cc3)[C@H]2c2cccs2)[C@H]2C(=O)N(c3ccccc3)C(=O)[C@H]2C1
33) COC(=O)C1=C(c2ccc(F)cc2OCc2ccccc2)C[C@@H]2CC[C@H]1N2C(=O)N1CCCC1
34) Cc1ccc(NC(=O)c2cc(S(=O)(=O)c3ccccc3)ccc2Cl)cc1
35) CC(=O)Nc1nc(-c2ccc3c(c2)CCO3)cs1
36) S=C1NCCOCCOCCOCCNC(=S)NCCOCCOCCOCCN1

Assay by compound	31	32	33	34	35	36
AMA1-RON2 inh	14%	4%	0%	0%	6%	34%[activator]
LmPK inh	2%	.	.	-1%	-7%	2%
HCMV inh	-80*	6	-7	-37	-76*	-12
HCV inhibitor	?	.	11µM*	?	4%	-5%
AmpC detergent	7%	.	1%	-3%	?	?
Tb PYK inh	0%	6%	-4%	2%	-5%	4%
AmpC inh no detg	-25%	.	132%[activator]	?	-32%	54%

37) O=C(NCc1cn2ccsc2n1)c1c(F)cccc1Cl
38) CN(N=Cc1ccccc1O)c1ccc2ccccc2n1
39) CCN(CC)CCP(=O)(c1ccccc1)c1ccccc1
40) Cc1nc(N2CCN(c3ccccc3O)CC2)c2c(-c3ccccc3)csc2n1
41) O=C(Cc1c(O)c2ccccc2oc1=O)c1ccc(C(F)(F)F)cc1
42) O=C(CCC(=O)Nc1ccc(F)cc1)N/N=C/c1cccnc1

Assay by compound	37	38	39	40	41	42
AMA1-RON2 inh	10%	107%[activator]	8%	?	6%	-20%
LmPK inh	-2%	.	0%	-2%	-1%	-3%
HCMV inh	13	51	13	-33	-26	-13
HCV inhibitor	6%	.	13%	?	-11%	14%
AmpC detergent	-13%	.	-7%	?	2%	?
Tb PYK inh	-4%	10%	0%	4%	-5%	-2%
AmpC inh no detg	0%	.	-6%	-1%	-16%	-16%

43) CC(C)CCNC(=O)NC(=O)CSc1ncccn1
44) CC1CCN(S(=O)(=O)c2ccc3c(c2)N(CC(=O)NCCCOC(C)C)C(=O)CS3)CC1
45) CCc1cc2cc(C(=O)Nc3ccc(F)cc3)sc2s1
46) CCOC(=O)c1ccc(N2C(=O)c3n[nH]c(C)c3C2c2ccccc2OC)cc1 (stereo not drawn)
47) Cc1cc(C)nc(NS(=O)(=O)c2ccc(NC(=O)C3(c4ccc([N+](=O)[O-])cc4)CCCC3)cc2)n1
48) CC(C)CC(=O)Nc1cccc(-c2cn3ccsc3n2)c1

Assay by compound	43	44	45	46	47	48
AMA1-RON2 inh	5%	-13%	-7%	.	6%[11.6 µM]	3%
LmPK inh	0%	8%	-3%	.	0%	-10%
HCMV inh	30	?	-14	2	-13	-7
HCV inhibitor	-3%	8%	-23%	.	22%	?
AmpC detergent	?	0%	?	-7%	-11%	-3%
Tb PYK inh	-1%	-8%	0%	-1%	-1%	-1%
AmpC inh no detg	-16%	61%[activator]	-6%	.	-28%	-37%

49) O=C(Cc1csc(N2CCOCC2)n1)N/N=C/c1ccc(O)c(O)c1O
50) CCCCN(C(=O)c1ccc([N+](=O)[O-])s1)c1c(N)n(CC(C)C)c(=O)[nH]c1=O
51) O=C(CCNS(=O)(=O)c1ccc(Cl)cc1)NCc1cccs1
52) CN(C)C(CNC(=O)c1ccc2[nH]c(=O)c(=O)[nH]c2c1)c1ccco1 (stereo not drawn)
53) O=C(c1ccc(Br)cc1)N1CCC(c2nc3ccccc3s2)CC1
54) N#Cc1c(C(F)(F)F)cc(-c2ccc(F)cc2)[nH]c1=O
55) Cc1ccc(-n2c(-c3cc(-c4ccco4)[nH]n3)n[nH]c2=S)c(Br)c1
56) O=C(O)c1ccc(Cl)c(S(=O)(=O)NC(Cc2c[nH]c3ccccc23)C(=O)O)c1 (stereo not drawn)

Assay by compound	49	50	51	52	53	54	55	56
AMA1-RON2 inh	?	-11%	5%	-3%	.	9%	94%[activator]	0%
LmPK inh	-2%	.	2%	.	.	4%	?	-4%
HCMV inh	-24	-14	2	-4	5	-38	25	20
HCV inhibitor	17%	2%	-5%	20%	.	3%	1%	22%
AmpC detergent	-14%	-19%	-2%	3%	20%	-9%	-4%	-6%
Tb PYK inh	-4%	0%	-1%	0%	0%	6%	?	7%
AmpC inh no detg	-38%	-19%	-10%	-4%	.	-3%	-46%	-20%
